# WRN helicase inh: qHTS for Inhibitors of WRN Helicase | WRN helicase unwinding, fluorescent forked duplex, kinetic | Potency, µM (doses to about 114 µM), without a hit: at the top dose activity change, negative = inhibition, hits mostly inhibitors | 0.46% of 360,000 active; further: potency means the concentration at half of the fitted maximal effect; on the % scale 0 is the no-effect control and ±100 the full control effect; nearly all actives have a fitted effect of over 55% in size
# Target sequence (Q14191 whole entry, looked up): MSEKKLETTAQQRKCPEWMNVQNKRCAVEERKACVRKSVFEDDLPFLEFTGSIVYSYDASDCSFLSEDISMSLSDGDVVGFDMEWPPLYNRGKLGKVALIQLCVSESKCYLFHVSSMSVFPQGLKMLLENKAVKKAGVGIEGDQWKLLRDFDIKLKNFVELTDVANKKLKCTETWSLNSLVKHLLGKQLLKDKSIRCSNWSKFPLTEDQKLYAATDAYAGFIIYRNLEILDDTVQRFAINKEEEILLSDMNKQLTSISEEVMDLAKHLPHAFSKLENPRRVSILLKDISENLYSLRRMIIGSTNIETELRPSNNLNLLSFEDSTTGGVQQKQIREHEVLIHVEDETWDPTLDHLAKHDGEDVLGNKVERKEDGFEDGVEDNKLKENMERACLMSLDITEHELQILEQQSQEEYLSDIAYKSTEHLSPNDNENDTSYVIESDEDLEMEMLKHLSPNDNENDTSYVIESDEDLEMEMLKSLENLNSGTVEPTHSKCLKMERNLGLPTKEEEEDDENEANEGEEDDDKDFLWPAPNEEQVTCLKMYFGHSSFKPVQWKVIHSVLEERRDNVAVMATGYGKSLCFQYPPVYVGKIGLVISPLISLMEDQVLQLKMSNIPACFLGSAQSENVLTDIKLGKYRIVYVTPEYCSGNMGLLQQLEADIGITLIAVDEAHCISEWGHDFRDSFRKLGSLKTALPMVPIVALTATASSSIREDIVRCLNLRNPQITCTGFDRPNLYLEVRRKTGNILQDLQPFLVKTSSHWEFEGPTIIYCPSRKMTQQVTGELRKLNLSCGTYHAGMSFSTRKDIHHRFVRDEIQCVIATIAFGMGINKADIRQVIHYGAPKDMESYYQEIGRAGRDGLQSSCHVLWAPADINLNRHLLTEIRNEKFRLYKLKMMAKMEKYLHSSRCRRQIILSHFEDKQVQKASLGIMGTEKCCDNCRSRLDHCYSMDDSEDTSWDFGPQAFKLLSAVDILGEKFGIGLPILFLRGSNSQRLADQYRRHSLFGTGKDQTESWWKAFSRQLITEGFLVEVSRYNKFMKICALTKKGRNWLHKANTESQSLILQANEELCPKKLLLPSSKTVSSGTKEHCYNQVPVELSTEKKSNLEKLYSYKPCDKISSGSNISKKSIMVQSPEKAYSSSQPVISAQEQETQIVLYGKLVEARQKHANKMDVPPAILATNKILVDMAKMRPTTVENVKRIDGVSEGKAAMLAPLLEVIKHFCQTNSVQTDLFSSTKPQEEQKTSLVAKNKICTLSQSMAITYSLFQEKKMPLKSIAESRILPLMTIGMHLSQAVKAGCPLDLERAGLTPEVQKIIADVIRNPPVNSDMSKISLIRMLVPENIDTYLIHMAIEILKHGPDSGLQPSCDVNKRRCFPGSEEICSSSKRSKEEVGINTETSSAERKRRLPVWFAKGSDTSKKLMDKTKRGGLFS
#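 Enzyme (20 nM final) and test compound sit together 15 min at room temperature before substrate addition. Substrate is a single-forked duplex oligonucleotide (100 nM) labelled with fluorophore and quencher, with 2 mM ATP; helicase unwinding raises red fluorescence, read kinetically.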
# HT1080-NT tox: qHTS for induction of synthetic lethality in tumor cells producing 2HG: qHTS for the HT-1080-NT fibrosarcoma cell line; HT-1080-NT fibrosarcoma viability, CellTiter-Glo ATP luminescence, 48 h; 1.6% of 360,000 active; Potency, µM (doses to about 46.1 µM), for the others: at the highest dose activity, negative = less viability, actives largely listed as cytotoxic;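 further: NT is the 2HG producing partner of a matched IDH1 knockdown line; potency means the concentration at half of the fitted maximal effect; 0% = DMSO-treated cells and -100% = media-only wells without cells; nearly all actives have a fitted effect of over 55% in size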
#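 Toxicity toward the 2HG-producing NT line was scored as %Activity, normalised to DMSO and no-cell wells, from CellTiter-Glo luminescence after 48 hours' treatment.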
# IL1B secr inh: qHTS for Inhibitors of Inflammasome Signaling: IL-1-beta AlphaLISA Primary Screen | THP-1 LPS/ATP IL-1B secretion, AlphaLISA, 16 h; active compounds read low | activity change, % at 57.5 µM | 4.7% of 360,000 active | AID 743279, 2014; in the data active means activity change below about -50%; inconclusive means mostly about -30% to -49%; further: on the % scale 0 is the no-effect control and ±100 the full control effect
#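 THP-1 cells pretreated 1 hr with compounds (up to 57.5 uM final), then stimulated with LPS (250 ng/mL final) plus ATP (1.25 mM final); secreted IL-1B measured by AlphaLISA after 16 hr, decreased signal indicating inhibition.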
# KB-3-1 cytotox: qHTS assay for MDR1-selective chemotherapeutics: Primary screen using the parental adenocarcinoma cell KB-3-1; KB-3-1 viability, CellTiter-Glo ATP luminescence, 72 h; Potency, µM (top dose mostly 46.1 µM), for inactives: at the top dose activity change, negative = cytotoxic, actives largely listed as cytotoxic; 1.4% of 400,000 active; AID 1347075, 2019; further: potency means the concentration at half of the fitted maximal effect; on the % scale 0 is the no-effect control and ±100 the full control effect; nearly all actives have a fitted effect of over 60% in size
#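 Luminescent ATP read-out (CellTiter-Glo) measures survival of drug-naive KB-3-1 cells after 72 h compound exposure at 37 °C. Titration series was screened from lowest to highest concentration, with DMSO vehicle plates as background controls.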
# MCF10A rereplic: A quantitative high throughput screen for small molecules that induce DNA re-replication in MCF 10a normal breast cells; MCF 10A DNA re-replication, Hoechst nuclear intensity, 48 h; Potency, µM (doses to about 46.1 µM), without a hit: top-dose activity, positive = re-replication, most hits filed as activators; 2.9% of 350,000 active; AID 624296, 2012; further: potency means the concentration at half of the fitted maximal effect; % of control where 0% means no effect; nearly all actives have a fitted effect of over 50% in size
# ATXN2 expr inh: Primary qHTS for Inhibitors of ATXN expression | HEK-293 ATXN2-luciferase reporter, luminescence, 24 h | Potency, µM (series often up to 57 µM), without a hit: at the top dose activity change, negative = inhibition, usual class: inhibitors | 0.72% of 360,000 active | AID 1745845, 2022; further: potency means the concentration at half of the fitted maximal effect; on the % scale 0 is the no-effect control and ±100 the full control effect; nearly all actives have a fitted effect of over 55% in size
#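 qHTS (up to 57 uM final) was run with 24 h compound exposure of reporter cells at 37 °C. Each well was multiplexed: SteadyGlo luminescence measured ATXN2-luciferase expression after a fluorogenic Gly-Phe-AFC viability readout (25 uM final).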
# HT1080 IDH1KD tx: qHTS for induction of synthetic lethality in tumor cells producing 2HG: qHTS for the HT-1080-IDH1KD cell line; HT-1080 IDH1 knockdown viability, ATP luminescence, 48 h; Potency, µM (highest dose often 46.1 µM), for inactives: at the highest dose activity, negative = toxicity, usual class: cytotoxic; 2% of 360,000 active;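 further: potency means the concentration at half of the fitted maximal effect; 0% = DMSO wells and -100% = cell-free medium wells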
#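 CellTiter-Glo luminescence after 48 h compound exposure at 37 degrees C of IDH1-knockdown HT-1080 cells in 5% FBS RPMI. %Activity scaled between DMSO wells and cell-free media wells, with curves fitted and assigned curve classes.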
# SW480 rereplic: A quantitative high throughput screen for small molecules that induce DNA re-replication in SW480 colon adenocarcinoma cells | AID 624297, 2012 | SW480 DNA re-replication, Hoechst DNA content imaging, 48 h | Potency, µM (top dose mostly 46.1 µM), for inactives: at the top dose re-replication activation, most hits filed as activators | 1.8% of 340,000 active; further: potency means the concentration at half of the fitted maximal effect; % of control where 0% means no effect; nearly all actives have a fitted effect of over 55% in size
#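 SW480 cells exposed to compounds for 48 hr at 37 C, 5% CO2, then Hoechst-stained 40 min. Nuclear DNA content imaged by fluorescence scanning (405 nm excitation, 500-530 nm emission); re-replication scored as increased high-intensity nuclei.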
# KB-V1 MDR tox: qHTS assay for MDR1-selective chemotherapeutics: Primary screen using the drug-selected MDR subline cells KB-V1 | Potency, µM (top dose mostly 46.1 µM), for the others: top-dose activity change, negative = cytotoxicity, most hits filed as cytotoxic | 3.4% of 400,000 active | KB-V1 MDR cells viability, CellTiter-Glo, 72 h; further: potency means the concentration at half of the fitted maximal effect; on the % scale 0 is the no-effect control and ±100 the full control effect; nearly all actives have a fitted effect of over 60% in size
#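 Readout: CellTiter-Glo luminescence, 10 min after addition. Cells: KB-V1 MDR subline, 72 h at 37 degrees C with compound. Analysis: corrected, normalized data fitted to concentration-effect curves.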
# Numbers without * were called inactive; ? = inconclusive; . = not tested or not shown; [ ] = remark or other dose. Unless noted, the call rests on the fitted dose curve; in most records, active means well fitted curve in the direction sought with a large enough effect; inconclusive means small, poorly fitted or top-dose-only effect, or another doubt; inactive means no such curve, though single readings can be large; an effect the other way counts as inactive or inconclusive.
SMILES,WRN helicase inh,HT1080-NT tox,IL1B secr inh,KB-3-1 cytotox,MCF10A rereplic,ATXN2 expr inh,HT1080 IDH1KD tx,SW480 rereplic,KB-V1 MDR tox
CCCCn1nnnc1C(c1cccs1)N1CCN(C/C=C/c2ccccc2)CC1 (stereo not given),-4%,?,0,-7%,.,-36%,?,.,?
CCCn1c(SCC(=O)NCC2CCCO2)nc2c1c(=O)n(C)c(=O)n2C (stereo not given),12%,4%,6,12%,-1%,-12%,14%,-7%,-1%
c1ccc(SCCN2CCN(c3ccccc3)CC2)cc1,-9%[57.1 µM],0%,-1,0%,?,4%,-1%,-3%,-15%
CN(Cc1ccccc1)S(=O)(=O)c1ccc2c(c1)OCCO2,2%,7%,-6,5%,0%,-3%,10%,-1%,-19%
COc1ccc(CNC(=O)NS(=O)(=O)c2ccc(C)cc2)cc1,1%,10%,-10,3%,-6%,0%,-1%,3%,15%
Cc1cc(C)c(C(=O)Nc2ccc(S(=O)(=O)Nc3onc(C)c3C)cc2)c(C)c1,6%,0%,20,19%,-3%,-4%,0%,4%,28%
CCCCc1ccc(NC(=O)CSc2nnc(C)c(=O)n2N)cc1,-4%,-19%,-18,1%,12%,-8%,-3%,?,-4%
Cc1[nH]c2ccc(C(=O)OC(C)C(=O)N(C)c3ccccc3)cc2c1C (stereo not given),-4%,-4%,-15,1%,15%,-4%,-7%,3%,?
CC(OC(=O)C1CC1)C(=O)Nc1cccc(S(=O)(=O)N2CCOCC2)c1 (stereo not given),-24%,-4%,-3,-11%,0%,2%,-3%,3%,-8%
COc1ccc(NC(=O)C2CCCN(S(=O)(=O)c3ccc(Cl)cc3)C2)cc1OC (stereo not given),8%,-13%,9,-6%,1%,-16%,-9%,-4%,-5%
S=c1[nH]nc(-c2ccc(Br)cc2)n1-c1ccc2c(c1)OCCO2,-6%,-2%,44,0%,0%,-14%,-14%,-7%,1%
COc1ccc(CCNC(=O)CNC(=O)c2ccc(Br)o2)cc1OC,1%,0%,4,-5%,3%,1%,-3%,-9%,10%
COCCN(Cc1cc2cc3c(cc2nc1Cl)OCO3)C(=O)c1cccc(C)c1,6%,-22%,?,-30%,16%,-28%,-27%,30%,?
CCS(=O)(=O)c1ccc2oc(SCC(=O)N3c4ccccc4CC3C)nc2c1 (stereo not given),-9%,-1%,-22,?,9%,-1%,0%,4%,5.2µM*
COC(=O)CCN(C(=O)c1ccc(C)c([N+](=O)[O-])c1)c1ccccn1,9%,5%,7,-9%,-7%,7%,0%,15%,-12%
Cc1ccc(C(=O)NC(=S)NCC2CCCO2)cc1Br (stereo not given),-4%,-1%,10,-2%,4%,44%[activator],-3%,?,-24%
Cc1nnc(NC(=O)CSc2nnc(-c3ccccc3)n2C)s1,7%,12%,-5,1%,-1%,-17%,13%,-3%,?
CN1CCN(C(=O)CN(C)S(=O)(=O)c2ccc(F)cc2)CC1,-15%,5%,9,0%,-6%,1%,8%,-12%,6%
Cc1nc(C)c(C(=O)NNC(=O)Nc2ccc(Cl)cc2)s1,6%,1%,1,-2%,20%,-18%,-2%,-7%,-4%
O=C(NCCCn1ccnc1)C1CC(c2ccccc2Cl)=NO1 (stereo not given),-6%,21%,-5,1%,2%,-11%,7%,-6%,19%
Cc1cc(S(=O)(=O)Nc2ccc(C(=O)NC3CC3)cc2)ccc1F,4%,6%,-3,3%,.,.,1%,.,26%
Cc1cccc(-c2noc(CCC(=O)NCCc3ccccc3)n2)c1,9%,1%,-11,6%,10%,-21%,-4%,5%,-1%
CCN(CC(=O)NCc1cccs1)C(=O)c1cccc(S(=O)(=O)Nc2ccccc2OC)c1,-15%,13%,12,18%,-3%,-6%,15%,2%,8%
COc1ccccc1-c1noc(CCCC(=O)NC2CCCCC2)n1,-2%,25%,26,-2%,5%,-8%,9%,-5%,-14%
O=C(CSc1ccc2c(c1)OCCO2)Nc1ccc(Br)cc1,-17%,-4%,-5,-11%,7%,-19%,-7%,-4%,-14%
CCCCn1c(=O)[nH]c(=O)c2c1nc(-c1ccsc1)n2Cc1ccccc1,-5%,?,-21,0%,19%,5%,-29%,10%,?
O=C(CCC(=O)N(c1ccccc1)C(C(=O)NC1CCCC1)c1ccncc1)Nc1cccnc1 (stereo not given),7%,2%,-12,9%,-2%,-8%,7%,-6%,13%
C=CCn1c(SCC(=O)NCc2ccco2)nc2sc3c(c2c1=O)CCC3,1%,-4%,10,7%,2%,-2%,-4%,-3%,-12%
COC(=O)CN1CCN(C(c2ccccc2)c2ccccc2)CC1,-2%,0%,6,9%,7%,-5%,-2%,-8%,?
O=C(Nc1ccc(S(=O)(=O)Nc2nccs2)cc1)c1ccc(S(=O)(=O)N2CCOCC2)cc1,4%,13%,4,0%,6%,-4%,21%,14%,8%
c1ccc(C2=NC(c3ccccc3)CC2)cc1 (stereo not given),-5%,13%,32,-54%,.,.,7%,.,-3%
CS(=O)(=O)c1ccccc1C(=O)Nc1cccc(-c2nc3ccccc3o2)c1,-9%,-6%,6,-7%,?,.,-2%,-7%,-22%
CSCC[C@H](NC(=O)N1CCn2c1nc1ccccc12)C(=O)NCc1ccc(C)cc1,-13%,-1%,7,0%,2%,.,-12%,-3%,3%
CNC1=C([N+](=O)[O-])CC([N+](=O)[O-])=C(N2CCNCC2)N1C,7%,-4%,-3,-6%,10%,.,4%,5%,-9%
Cc1cc(=O)[nH]c(NNC(=O)c2ccc(Cl)cc2)n1,-4%,2%,12,-3%,.,.,1%,.,9%
Cc1ccc(S(=O)(=O)N2CCCCC2)cc1NC(=O)CSc1nnnn1C,-3%,0%,-22,-3%,-2%,-21%,-1%,1%,-7%
Cc1cccc(-c2nc3ccccc3c(=O)[nH]2)c1,-1%[57.1 µM],?,0,0%,0%,5%,-28%,-4%,-3%
CCCCn1nnc(NC(=O)c2ccco2)n1,-13%,-2%,14,-11%,-2%,28%,-2%,-18%,0%
COc1ccc(C2=NNC(c3cccnc3)=Nc3ccc(OC)cc32)cc1,-3%,-18%,-14,?,-26%,-28%,-11%,4%,?
CC(C)N(Cc1ccccc1)S(=O)(=O)c1ccc(-n2cccn2)cc1,-14%,-14%,10,-6%,.,.,-24%,.,?
N#CCC(=O)N/N=C/c1cc([N+](=O)[O-])ccc1N1CCOCC1,-3%[57.1 µM],-7%,-1,-4%,-13%,-26%,-5%,-13%,1%
CCCC(=O)Nc1ccc(S(=O)(=O)Nc2cc(OC)nc(OC)n2)cc1,-2%,11%,1,-19%,4%,.,9%,-5%,1%
CCc1nnc(NC(=O)C2CC(=O)N(CCc3ccccc3)C2)s1 (stereo not given),-2%,4%,-6,3%,7%,8%,-6%,6%,0%
CC(C)NC(=O)c1c(CSc2ccc(Cl)cc2)noc1C(=O)NCc1ccccc1,-8%,-3%,13,-1%,1%,6%,-2%,-1%,-25%
O=C(NCc1ccc(Cl)cc1)C1CCCN1C(=O)Nc1ccc(F)cc1 (stereo not given),8%,-4%,-8,-9%,7%,-12%,-12%,-1%,-13%
C=CCNC(=O)C1CCC(CNc2nc(=S)[nH]c3ccccc23)CC1 (stereo not given),-9%,2%,18,2%,2%,.,2%,-57%[inhibitor],12%
CC(C)CC(=O)Nc1ccc2nn(-c3ccccc3)nc2c1,-12%,-8%,3,-2%,11%,116%[activator],-14%,14%,16µM*
Cc1nn(CC(=O)Nc2cccc(C(F)(F)F)c2)c(=O)c2cccn12,0%,1%,24,5%,0%,-6%,-4%,-3%,-1%
FC(F)(F)c1cccc(/C=N/NC(=S)NC2CCCCC2)c1,3%,?,-60*,-10%,?,?,?,-6%,0%
COc1ccc(CC(=O)NCC2(c3ccc(OC)c(OC)c3)CCCC2)cc1,3%,-2%,4,-2%,?,-14%,1%,1%,-27%
C[C@@]12CCC3[C@@](CCC4[C@@]3(C)CCC[C@@]4(C)C(=O)O)(CC1=O)C2 (stereo not given in full),0%,10%,46,-2%,5%,6%,3%,-2%[9.22 µM],-1%
Cc1[nH]c2ccc(F)cc2c1CCN1C(=O)OC(C)(C)C1(C)O (stereo not given),3%,23%,-4,8%,-1%,-2%,8%,-17%,8%
O=C(O)C1CC=CCC1C(=O)Nc1ccccc1C(=O)N1CCN(c2ccccc2)CC1 (stereo not given),1%,8%,14,-3%,6%,-1%,0%[9.24 µM],-2%,-14%
O=C(c1ccc(NS(=O)(=O)c2cccs2)cc1)N1CCN(c2ccccc2Cl)CC1,-7%,-16%,27,-11%,?,-15%,-17%,14%,-1%
COc1ccc(C2=NN(C(=O)CSc3nc4ccccc4s3)C(c3ccc(OC)cc3)C2)cc1 (stereo not given),4%,4%,0,-22%,9%,0%,3%,4%,?
Cc1ccc(OCc2nnn(CC(=O)NS(=O)(=O)c3c(C)noc3C)c2-c2ccccc2)cc1,-12%,-12%,5,0%,.,10%,9%,.,6%

# High-throughput results from PubChem BioAssay.
